Screens (PubChem BioAssay)
Bim-Bcl-XL – inhibitors of Bim-Bcl-XL interaction, human | Q07817 | Bim peptide-Bcl-XL binding, bead flow cytometry, fluorescence | AID 1007 | inhibition, % at 10 µM | 0.04% of 190,000 active
RGS8-Gao – modulates binding of RGS8 to human Galphao; P09471; multiplexed bead flow cytometry; actives lie on both sides; response (percent of control binding), % at 10 µM; 0.34% of 220,000 active; in the data active = response below about 60% or above about 140%; inactive = in between;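 note: Galphao activated as the GDP aluminium fluoride complex binding bead-coupled RGS8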
ABCB1 inh – blocks JC-1 efflux by human ABCB1 transporter; P08183; CCRF-Adr cells, flow cytometry; 0.067% of 190,000 active; inhibition, % at 6.6 µM; in the data active = inhibition above about 40%;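 note: 0% = vehicle and 100% = reference inhibitor; higher value means more JC-1 retained so stronger ABCB1 efflux block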
Bcl-W Bim block – disrupts Bim peptide binding to human Bcl-W | bead-based flow cytometry | 0.02% of 190,000 active | Q92843 | inhibition, % at 10 µM;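 note: 0% = bound tracer without compound and 100% = peptide blocker; higher means less fluorescent Bim peptide bound to Bcl-W beads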
Bim-Bcl-B – disrupts Bim peptide binding to human Bcl-B. bead-based flow cytometry. AID 951. 0.073% of 190,000 active. inhibition, % at 10 µM;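 note: 0% = tracer peptide without compound and 100% = reference inhibitor peptide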
RGS4-Gao reg – modulates binding of RGS4 to human Galphao; P09471; Multiplexed bead flow cytometry; actives lie on both sides; binding response (% of control), % at 10 µM; 0.33% of 220,000 active; in the data active = binding response below about 49% or above about 150%; inactive = in between;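 note: fluorescent Galphao activated with aluminum fluoride binding bead-coupled RGS4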
Bim-Mcl-1 – disrupts Bim peptide binding to human Mcl-1; Bead-based flow cytometry, Bim peptide-Mcl-1 binding; inhibition, % at 10 µM; 0.1% of 190,000 active; AID 1009;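 note: 0% = no compound tracer wells and 100% = peptide blocker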
ABCG2 inh – human ABCG2 inhibition, ABCB1 as counter-screen | Q9UNQ0 | IgMXP3 cells, JC-1 efflux, flow cytometry | inhibition, % at 6.6 µM | 0.1% of 190,000 active;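 active = inhibition above 80%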;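 note: 0% = DMSO and 100% = nicardipine control wells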
Target sequence (Q9UNQ0 whole entry, looked up): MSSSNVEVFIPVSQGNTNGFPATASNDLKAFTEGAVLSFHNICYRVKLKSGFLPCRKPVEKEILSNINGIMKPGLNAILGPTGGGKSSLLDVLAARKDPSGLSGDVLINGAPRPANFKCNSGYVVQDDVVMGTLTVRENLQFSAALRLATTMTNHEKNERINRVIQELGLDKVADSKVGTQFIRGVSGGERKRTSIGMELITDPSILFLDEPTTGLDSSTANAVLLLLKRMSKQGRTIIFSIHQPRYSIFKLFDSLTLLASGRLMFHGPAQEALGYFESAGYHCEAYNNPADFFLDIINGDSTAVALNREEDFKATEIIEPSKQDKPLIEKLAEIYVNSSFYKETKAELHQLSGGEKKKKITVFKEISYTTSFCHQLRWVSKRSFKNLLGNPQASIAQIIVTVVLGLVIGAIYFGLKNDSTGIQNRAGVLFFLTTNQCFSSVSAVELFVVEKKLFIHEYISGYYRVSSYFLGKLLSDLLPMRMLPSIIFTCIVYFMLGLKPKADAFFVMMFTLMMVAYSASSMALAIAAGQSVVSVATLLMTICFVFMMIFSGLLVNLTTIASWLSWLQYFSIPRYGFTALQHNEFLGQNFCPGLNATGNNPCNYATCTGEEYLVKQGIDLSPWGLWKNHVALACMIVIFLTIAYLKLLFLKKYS
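Test system: IgMXP3 cells (ABCG2) mixed with DDAO far-red-labelled CCRF-Adr cells (ABCB1). Reagent: JC-1 transporter substrate. Compound dosing: single test compound dose, 6.6 µM final. Times: 10 min compound exposure, 25 °C. Detection: flow cytometry of retained JC-1 fluorescence. Read-out basis: efflux inhibition in percent versus controls. Controls: nicardipine and DMSO wells.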
RGS7-Gao reg – modulates binding of RGS7 to human Galphao | 0.35% of 220,000 active | P09471 | binding response (% of control), % at 10 µM | Multiplexed bead flow cytometry; actives lie on both sides; in the data active = binding response below about 49% or above about 150%; inconclusive = no clear call, values can overlap the other calls; inactive = in between;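 note: fluorescent Galphao held in activated GDP-AlF4 state binding bead-coupled RGS7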
Bim-Bcl-2 – disrupts Bim peptide binding to human Bcl-2; AID 950; 0.06% of 190,000 active; Bead-based flow cytometry, Bim peptide-Bcl-2 binding; inhibition, % at 10 µM; P10415; in the data active = inhibition above about 40%; inconclusive = no clear call, values can overlap the other calls;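 note: 0% = no compound wells with probe peptide and 100% = reference peptide inhibitor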
Target sequence (P10415 whole entry, looked up): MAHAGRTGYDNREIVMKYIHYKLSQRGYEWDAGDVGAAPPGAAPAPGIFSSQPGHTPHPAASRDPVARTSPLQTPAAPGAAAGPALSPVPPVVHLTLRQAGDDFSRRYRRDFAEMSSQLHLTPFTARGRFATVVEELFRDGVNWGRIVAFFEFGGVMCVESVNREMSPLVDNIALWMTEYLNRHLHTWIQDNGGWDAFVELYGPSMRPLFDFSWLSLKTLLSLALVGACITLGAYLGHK
Bim-Bfl-1 – inhibitors of Bim-Bfl-1 interaction, human; Bead-based flow cytometry, Bim-Bfl-1 binding inhibition; 0.12% of 190,000 active; Q16548; AID 1008; inhibition, % at 10 µM;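 note: 0% = wells without compound plus tracer and 100% = blocker peptide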
Starred values were filed as active, the others as inactive; ? = inconclusive. Cut-off read from the data, not from the text of the source, unless noted: active = inhibition above about 40%. No enrichment for hits (roughly 0.94% active in at least one column).

SMILES	Bim-Bcl-XL	RGS8-Gao	ABCB1 inh	Bcl-W Bim block	Bim-Bcl-B	RGS4-Gao reg	Bim-Mcl-1	ABCG2 inh	RGS7-Gao reg	Bim-Bcl-2	Bim-Bfl-1
COc1ccc(-c2sc(NC(C)=O)nc2-c2ccccc2)cc1	-1	101	0.6	-1	-3	101	-4	3	99	0	0
Cc1ccc(C(=O)NCCOc2cccc3cccnc23)cc1Cl	-2	101	1.3	0	-3	99	0	4	?	-3	-5
O=C(CCS(=O)(=O)Cc1ccc(Cl)cc1)NCCc1ccccc1	0	102	0.5	0	0	98	-1	1	103	1	-1
CC(=O)Nc1ccc(S(=O)(=O)Nc2cccc(-c3csc(C)n3)c2)cc1	-1	102	-0.1	-1	-2	100	0	-2	104	-6	-6
C=CCn1c(CNC(=O)c2ccco2)nnc1SCC(=O)Nc1cccc(Br)c1	-2	104	1.4	-1	0	101	-1	5	98	-1	0
Cc1cccc(NC(=O)C2CCCN2C(=O)Oc2ccccc2)c1C (stereo not drawn)	-6	103	1.2	-2	-7	100	-1	6	100	-2	-3
O=C(COc1ccccc1/C=C1/NC(=O)NC1=O)Nc1ccccc1	-4	102	-0.1	1	-4	103	0	5	99	-2	-5
CN(CCc1nc2ccc(Cl)cc2[nH]1)Cc1nc(CC2CC2)no1	-2	97	0.3	-2	-4	95	-3	12	94	-4	-5
COc1ccc(N2C(=S)N=C(Nc3ccccc3)C23CCCCC3)cc1	-3	98	0.6	-3	-5	104	-1	1	104	-6	-6
CCCn1nnnc1SCC(=O)NCc1cccs1	-3	100	0.3	0	-6	99	-3	0	94	-5	-8
CC(C)N(C(=O)CSc1nnnn1-c1ccc2c(c1)OCO2)C(C)C	0	100	0.3	0	1	102	-3	2	103	0	-2
CCOC(=O)c1oc2ccccc2c1NC(=O)c1ccc2c(c1)OCO2	-4	98	0.7	-3	-1	102	-2	3	101	-3	-2
O=C1c2ccccc2NC(c2ccc(Cl)cc2Cl)N1O (stereo not drawn)	-10	97	0.3	-4	0	97	-2	1	97	-1	-2
CCOc1ccc(OC(=O)C(CCS(C)(=O)=O)N2C(=O)c3ccccc3C2=O)cc1 (stereo not drawn)	-5	94	0.4	-2	-6	98	0	0	96	-8	-8
Cc1nc(C(F)(F)F)c(C(=O)NC(=O)Nc2ccccc2)s1	-7	101	-0.9	0	-8	101	-2	13	97	-6	-16
Cc1ccsc1C(=O)OCC(=O)Nc1cccc(S(=O)(=O)NC2=NCCCCC2)c1	0	103	-0.1	-1	-1	98	1	1	101	-1	-2
O=C(CN1CCN(Cc2ccccc2)CC1)NCC1COc2ccccc2O1 (stereo not drawn)	-1	103	-0.5	0	-3	102	0	0	103	-1	-1
CCS(=O)(=O)Nc1ccc(C(=O)c2ccccc2)cc1	-5	105	0.2	-3	-4	102	-2	1	102	-1	-1
CC(C)(C)NC(=O)C(c1ccccn1)N(C(=O)c1csnn1)C1CCCCC1 (stereo not drawn)	-1	100	0.6	1	-2	102	-1	1	99	-2	-3
Cc1nnc(NC(=O)c2c(-c3ccccc3Cl)noc2C)s1	-4	103	0.7	-5	-5	101	-2	3	100	-2	-5

Reprinted from the part before: 5 entries, then new ones.
SMILES	Bim-Bcl-XL	RGS8-Gao	ABCB1 inh	Bcl-W Bim block	Bim-Bcl-B	RGS4-Gao reg	Bim-Mcl-1	ABCG2 inh	RGS7-Gao reg	Bim-Bcl-2	Bim-Bfl-1
Cc1ccsc1C(=O)OCC(=O)Nc1cccc(S(=O)(=O)NC2=NCCCCC2)c1	0	103	-0.1	-1	-1	98	1	1	101	-1	-2
O=C(CN1CCN(Cc2ccccc2)CC1)NCC1COc2ccccc2O1 (stereo not drawn)	-1	103	-0.5	0	-3	102	0	0	103	-1	-1
CCS(=O)(=O)Nc1ccc(C(=O)c2ccccc2)cc1	-5	105	0.2	-3	-4	102	-2	1	102	-1	-1
CC(C)(C)NC(=O)C(c1ccccn1)N(C(=O)c1csnn1)C1CCCCC1 (stereo not drawn)	-1	100	0.6	1	-2	102	-1	1	99	-2	-3
Cc1nnc(NC(=O)c2c(-c3ccccc3Cl)noc2C)s1	-4	103	0.7	-5	-5	101	-2	3	100	-2	-5
Cc1occc1C(=O)NNC(=S)NCc1ccc(Cl)cc1	-1	100	-0.1	-1	-6	103	-1	1	97	-3	-1
CCOC(Cn1c(SCc2cc(C(C)=O)ccc2OC)nc2ccccc2c1=O)OCC	-9	101	2.6	-5	-7	105	-3	8	108	-3	-3
O=C(O)CSc1nnc(Cc2ccccc2)n1Cc1ccccc1	-3	101	0.7	-2	-10	101	-3	8	100	-8	-7
O=C(NC(Cc1ccccc1)C(=O)O)/C(=C/c1ccco1)NC(=O)c1cccc([N+](=O)[O-])c1 (stereo not drawn)	-8	103	0.1	-7	-5	104	-6	0	102	-1	-4
FC(F)(F)c1cccc(-c2ccn3ncnc3n2)c1	-1	101	0.6	0	-4	105	-6	9	104	-3	-6
Cc1ccc(NC(=O)Cc2nnc(SCC(=O)Nc3ccccc3)n2C)cc1	-5	103	0.7	-1	-4	102	-4	11	102	1	0
O=C(Nc1ccccc1)c1ccccc1Oc1ccc(C(F)(F)F)cc1[N+](=O)[O-]	-4	101	2.7	-4	-5	100	-4	26	100	-2	-2
CCSc1nnc(-c2cc3c(s2)-c2ccccc2CC3)o1	-21	101	-2.9	-4	-12	97	-1	-2	99	-7	-11
Cc1[nH]n(-c2ccc([N+](=O)[O-])cc2)c(=O)c1C=NCCN1CCN(C(=O)C(C)C)CC1	-2	104	0.2	-1	-5	101	-2	3	103	-5	-5
O=C(CNC(=O)c1ccccc1)N/N=C/c1ccc([N+](=O)[O-])o1	-7	98	0.7	-6	-8	99	-5	12	100	-12	-11
COC(=O)c1ccccc1NC(=O)c1nc2nc(C)cc(C)n2n1	-3	99	-0.5	-2	-8	113	-6	36	142	-9	-18
CC(=O)N1Cc2ccccc2CC1C(=O)O (stereo not drawn)	-2	99	0.4	-3	-5	95	0	2	100	-2	-9
COCCSc1nnc(NC(=O)c2cc(C(=O)OC)cc([N+](=O)[O-])c2)s1	0	120	0.2	1	2	101	1	5	102	3	6
S=C(NCCc1ccccc1)N1CCN(C23CC4CC(CC(C4)C2)C3)CC1	-2	99	2.5	-4	-7	92	10	8	97	-5	-4
CCCOc1ccc(N2C(=O)CC(SC(=NC)Nc3ccc(F)cc3)C2=O)cc1 (stereo not drawn)	-8	99	0.1	-3	-10	99	-1	3	99	-7	-12
CC1C(=O)CCC1(C(=O)O)c1ccccc1 (stereo not drawn)	4	101	0.1	0	0	114	0	1	110	-5	0
CCN(CC)Cc1ccccc1Sc1ccccc1	-2	112	-0.2	0	3	103	0	-1	103	-1	-7
CCc1ccc(OCC(=O)NCCN(C)C)c(Br)c1	-3	101	0.0	-2	0	101	-2	-2	97	0	-1
COc1c(N2CCN(C(=S)NCc3ccccc3)C(C)C2)c(F)cc2c(=O)c(C(=O)O)cn(C3CC3)c12 (stereo not drawn)	-1	103	4.9	0	-16	105	-2	36	110	-4	-12
Cc1ccc(-n2ccc(=O)c(C(=O)O)n2)cc1	-3	101	0.7	0	-8	105	-2	10	104	-8	-18
Cc1ccc(S(=O)(=O)N(C)CCCC(=O)Nc2cccc3ccccc23)cc1	-4	100	1.5	-2	-3	103	-4	17	101	-4	-3
CCCCc1[nH]nc2c1C1(C(=O)N(CC)c3ccccc31)C(C#N)=C(N)O2 (stereo not drawn)	0	98	0.2	3	-5	99	-2	1	99	-10	-11
CCNCc1cc(Cl)cc(OC)c1OC(C)C	-4	104	0.1	-4	-4	98	-2	-1	99	2	-2
O=C(CCCSc1nc2ccccc2[nH]1)Nc1nnc(-c2ccccc2)o1	-1	100	0.7	-3	-1	97	0	3	91	-4	-2
C/C(=N\N=C\c1ccc(N(C)C)cc1)c1cccc([N+](=O)[O-])c1	-3	98	0.0	-4	-9	98	0	1	96	-3	-15
CC(C)c1cccc(C(C)C)c1NC(=O)c1ccccc1	-3	101	0.1	-1	-3	100	0	6	99	-3	-6
Cc1ccc(S(=O)(=O)c2c(CO)c(-c3ccccc3)nn2C)cc1	0	99	0.0	4	1	101	-4	-1	101	-3	3
CCN(c1ccccc1)S(=O)(=O)c1ccc(NCC2COc3ccccc3O2)nc1 (stereo not drawn)	-2	100	0.7	-1	-3	101	-1	4	99	-7	-2
COc1ccc2c(c1)[nH]c1c(=O)n(CCc3cnc[nH]3)cnc12	-6	98	0.5	-3	-11	96	-3	5	99	-8	-6
CC(CN1CCCCC1)OC(=O)C1c2ccccc2Oc2ccccc21 (stereo not drawn)	-5	99	0.6	-4	-8	101	-2	2	102	-11	-11
COc1ccc(-c2[nH]ncc2CN2CCC(C(=O)N3CCOCC3)CC2)c(F)c1	-3	103	-0.3	-4	-2	102	-2	0	102	-5	-5
CCOc1ccc(N(C(=O)C2CCCO2)C2C=CS(=O)(=O)C2)cc1 (stereo not drawn)	0	106	-0.2	1	-4	102	0	0	102	-2	-6
N#Cc1nc(-c2ccco2)oc1NCCCn1ccnc1	-1	100	0.1	-2	0	102	0	3	101	-2	4
Cc1onc(-c2ccccc2)c1C(=O)N/N=C(\N)COc1ccc(Cl)cc1	-1	101	1.4	-1	-9	98	-2	6	99	-13	-15
Cc1cc(C)cc(OCC(=O)N2N=C(c3cccnc3)CC2(O)C(F)(F)F)c1 (stereo not drawn)	0	106	1.3	0	-2	102	-1	24	106	-1	-2
CCC1(C)Cc2c(sc(NC(=O)CCC(=O)O)c2C#N)CO1 (stereo not drawn)	-7	102	1.6	-2	-5	101	-5	7	101	-8	-4
Cc1cccc(C)c1OCc1nnc2c3cnn(C)c3ncn12	-4	103	0.1	0	-10	99	-1	4	99	-10	-12
CCCn1nc(Oc2nc(NC(C)C)nc(N(C)C)n2)ccc1=O	-2	101	0.0	-1	-3	102	-1	0	101	-1	-3
CC(NC(=O)CSc1nnc(CC(=O)Nc2ccc(Cl)c(Cl)c2)n1C)c1ccccc1 (stereo not drawn)	2	104	-0.1	2	-5	104	0	0	98	-8	-12
Cn1c(CN2CCCCC2)nc2cc(NS(=O)(=O)c3ccc(Cl)cc3)ccc21	-9	101	0.3	-1	-6	104	-11	2	103	-2	0
O=C(O)C1CCCN1S(=O)(=O)c1ccc2c(c1)CCC2 (stereo not drawn)	1	101	0.0	0	-3	103	3	0	102	-8	-9
O=C(Nc1cnc2ccccn2c1=O)c1ccc(F)cc1	1	113	0.6	1	2	106	1	6	109	0	0
Cn1nc([N+](=O)[O-])nc1Sc1nnnn1-c1ccc(C(=O)O)cc1	-3	100	0.2	-1	-1	97	-4	1	97	-3	-6
COC(=O)c1ccccc1NC(=O)c1cccc(NC(=O)CSCc2ccccc2)c1C	-1	99	0.0	-2	-7	99	-2	4	105	-5	-10
CCOC(=O)COc1ccc(S(=O)(=O)N2CCN(c3ccccc3)CC2)cc1	-7	103	0.6	-4	-5	100	-5	2	102	-4	-3
Cc1ccc(NC(=O)N2CCCc3ccccc32)cc1	-2	105	0.5	-1	-5	103	-3	3	103	-6	-5
O=C(c1cccc(-n2cnnn2)c1)N1CC=C(c2ccccc2)CC1	-11	99	0.7	-5	-9	101	-8	14	96	-11	-20
